Source: PubChem BioAssay
NOD2 inhibition: NOD2 signaling inhibitors, cell-based, luminescence, uHTS, HEK293 (AID 1566) | HEK293 NOD2/NF-kB luciferase reporter, luminescence; higher % means a stronger effect | inhibition, % at 4 µM; hits with a dose series show EC50 in µM | actives 0.63% (n = 290,000); further: many of its hits are not listed in these tables
LYP phosphatase: inhibitors of LYP phosphatase, biochemical, fluorescence intensity, uHTS (AID 1779); actives 0.054% (n = 290,000); Tyrosine-protein phosphatase non-receptor type 22 (Homo sapiens); recombinant LYP phosphatase, fluorescence intensity; higher % means a stronger effect; inhibition, % at 11.5 µM, or IC50 in µM where a hit was titrated;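 further: plate controls were vehicle with enzyme for no effect and no enzyme for full effect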
AID2073: inhibitors of Mint1-CaV2.2 protein interaction, biochemical, HTRF (AID 2073); Voltage-dependent N-type calcium channel subunit alpha-1B (Homo sapiens); HTRF protein-protein interaction, Mint1-CaV2.2; higher % means a stronger effect; inhibition, % at 20 µM, or IC50 in µM where a hit was titrated; actives 0.19% (n = 290,000); in the data active means inhibition mostly above about 51%, no sharp cut-off; further: some results filed as inactive read as strong as hits
NS5 inhibitors: Dengue-2 NS5 methyltransferase inhibitors, primary screen, biochemical, confirmation dose response (AID 588689); Genome polyprotein (Dengue virus type 2 (strain 16681-PDK53)); Dengue-2 NS5 methyltransferase capping enzyme assay, biochemical; higher % means a stronger effect; inhibition, % at 25 µM, or IC50 in µM where a hit was titrated; actives 0.3% (n = 340,000); in the data active means a potency from the dose series
Hep lipid drop: inhibitors of hepatocyte lipid droplet formation, primary screen, imaging, high-throughput imaging, BODIPY stain | AML12 mouse hepatocytes, oleate lipid droplets | AID 1656, 2009 | inhibition, % at 6.5 µM | actives 0.4% (n = 240,000);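 active means lipid droplet intensity inhibited by at least 50%, with more than 500 cells counted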
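Material: mouse AML12 hepatocyte cell line, fixed after treatment; Timing: compound with oleate, overnight; Technique: high-content imaging of BODIPY-stained droplets and DAPI nuclei; Probe or stimulus: oleate, 100 µM final; Dosing: compound at 6.5 µM only.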
Myeloid diff MLP: induction of myeloid progenitor differentiation, primary screen, cell-based, flow cytometry, MLPCN library; calls only at 10 µM; AID 624256, 2012; actives 1% (n = 360,000); ER-HoxA9 myeloid progenitors, lysozyme-GFP differentiation;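 active means normalized GFP-positive differentiation at or above the plate's own cutoff, the solvent-only control mean plus 3 SD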;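 further: cells exposed to compound for four days before flow analysis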
Siah-1 displacement: Siah-1 peptide-binding antagonists, primary screen, biochemical, fluorescence polarization, rhodamine-plectin, uHTS (AID 1817); E3 ubiquitin-protein ligase SIAH1 (Homo sapiens); Siah-1 / rhodamine-plectin peptide fluorescence polarization; higher % means a stronger effect; displacement, % at 20 µM, or IC50 in µM where a hit was titrated; actives 0.02% (n = 290,000);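 active means displacement of at least 50% at 20 µM, with a fluorescence ratio check between 0.3 and a set limit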;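 further: plate controls were Siah plus tracer with DMSO for no effect and tracer alone without Siah for full effect; strong numbers were not always called active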
HIV fusion peptide: inhibitors of HIV fusion peptide binding, primary screen, biochemical, uHTS, fluorescence dequenching (AID 1986). cell-free peptide binding, fluorescence dequenching, 30 min; higher % means a stronger effect. one-dose inhibition, % at 20 µM; IC50 in µM for titrated hits. actives 0.3% (n = 290,000); in the data active means inhibition mostly above about 52%, no sharp cut-off; inactive means mostly below about 76%; further: some results filed as inactive read as strong as hits
XIAP antagonists: XIAP antagonists, biochemical, IAP family, fluorescence polarization (AID 1018) | displacement, % at 20 µM; hits with a dose series show IC50 in µM | XIAP BIR domain, fluorescence polarization peptide displacement; higher % means a stronger effect | actives 0.007% (n = 200,000) | E3 ubiquitin-protein ligase XIAP (Homo sapiens); in the data active means displacement above about 50%; further: a part of the inactive calls stands beside numbers as strong as those of hits
Hep lipid drop cells 6.5 µM: recorded beside Hep lipid drop, whose call it bears; cell count; measured here: cell count, cytotoxicity flag;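 cells counted across two imaged fields per well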
Myeloid diff MLP GFP+ MAC1+ %: recorded beside Myeloid diff MLP, whose call it bears; GFP+ MAC1+ double positive, %; measured here: differentiation confirmed by MAC1 staining
* hit, by the source's call. Unless noted, no stated cut-off is given here; in the data, active means inhibition above about 50%; inactive means the rest. A portion of the library; the hit share may differ from the screen's.

NS(=O)(=O)c1cccc(NC(=O)C2CC(=O)N(Cc3ccco3)C2)c1 (configuration not stated) was read as NOD2 inhibition 10%, LYP phosphatase 2%, AID2073 9%, NS5 inhibitors 1%, Hep lipid drop 1, Myeloid diff MLP inactive, Siah-1 displacement -3%, HIV fusion peptide 1.1%, Hep lipid drop cells 6.5 µM 742 and Myeloid diff MLP GFP+ MAC1+ % 1.0.
Screening O=C(Cc1ccccc1Cl)N1CCN(c2ncccn2)CC1 returned NOD2 inhibition 16%, LYP phosphatase -9%, AID2073 -2%, NS5 inhibitors -2%, Hep lipid drop 1, Myeloid diff MLP inactive, Siah-1 displacement -3%, HIV fusion peptide 0.6%, XIAP antagonists -0.2%, Hep lipid drop cells 6.5 µM 667 and Myeloid diff MLP GFP+ MAC1+ % 1.2.
Screening COc1ccc(NC(=O)CSc2ccccn2)cc1OC returned NOD2 inhibition -10%, LYP phosphatase 0%, AID2073 -2%, NS5 inhibitors 2%, Hep lipid drop -9, Myeloid diff MLP inactive, Siah-1 displacement -2%, HIV fusion peptide 2.8%, XIAP antagonists -7.3%, Hep lipid drop cells 6.5 µM 723 and Myeloid diff MLP GFP+ MAC1+ % 0.5.
For N#C/C(=N\Nc1ccc([N+](=O)[O-])cc1)C(=N)N1CCOCC1 the results were NOD2 inhibition -25%, LYP phosphatase -3%, AID2073 -11%, NS5 inhibitors 5%, Hep lipid drop -11, Myeloid diff MLP inactive, Siah-1 displacement -8%, HIV fusion peptide -0.7%, Hep lipid drop cells 6.5 µM 687 and Myeloid diff MLP GFP+ MAC1+ % 0.2.
For CCNc1nc(NC(C)C)nc(Oc2ccc(OCc3ccccc3)nn2)n1 the results were NOD2 inhibition 4%, LYP phosphatase -2%, AID2073 4%, NS5 inhibitors -5%, Hep lipid drop -12, Myeloid diff MLP inactive, Siah-1 displacement 3%, HIV fusion peptide 0.4%, XIAP antagonists -6.7%, Hep lipid drop cells 6.5 µM 691 and Myeloid diff MLP GFP+ MAC1+ % 0.5.
Nc1cc(=O)[nH]c(SCc2ccc(Cl)cc2Cl)n1 was read as NOD2 inhibition 58%*, LYP phosphatase -6%, AID2073 10%, NS5 inhibitors -7%, Myeloid diff MLP inactive, Siah-1 displacement 7%, HIV fusion peptide 2.5% and Myeloid diff MLP GFP+ MAC1+ % 0.5.
For CC1CCCCC1NC(=O)/C(C#N)=C/c1ccccc1F (configuration not stated) the results were NOD2 inhibition 4%, LYP phosphatase 4%, AID2073 19%, NS5 inhibitors -61%, Hep lipid drop 0, Myeloid diff MLP inactive, Siah-1 displacement 8%, HIV fusion peptide 1.1%, XIAP antagonists -11%, Hep lipid drop cells 6.5 µM 594 and Myeloid diff MLP GFP+ MAC1+ % 0.4.
For Cc1ccc(C2c3c(-c4ccccc4O)n[nH]c3C(=O)N2Cc2ccncc2)cc1 (configuration not stated) the results were NOD2 inhibition -16%, LYP phosphatase 1%, AID2073 6%, NS5 inhibitors 0%, Hep lipid drop 7, Myeloid diff MLP inactive, Siah-1 displacement 10%, HIV fusion peptide 0.3%, XIAP antagonists 0.3%, Hep lipid drop cells 6.5 µM 671 and Myeloid diff MLP GFP+ MAC1+ % 0.5.
CCC(C)N=Cc1c(NCc2ccco2)nc2c(C)cccn2c1=O (configuration not stated) was read as NOD2 inhibition 19%, LYP phosphatase -5%, AID2073 13%, NS5 inhibitors 4%, Myeloid diff MLP inactive, Siah-1 displacement -6%, HIV fusion peptide -1.7%, XIAP antagonists -3.8% and Myeloid diff MLP GFP+ MAC1+ % 0.7.
CC(C)C[C@H](NC(=O)N1CC(=O)Nc2ccccc21)C(=O)N1CCC(C(=O)O)CC1 was read as NOD2 inhibition 0%, LYP phosphatase 0%, AID2073 -7%, NS5 inhibitors 6%, Hep lipid drop -6, Myeloid diff MLP inactive, Siah-1 displacement 2%, HIV fusion peptide -0.8%, Hep lipid drop cells 6.5 µM 741 and Myeloid diff MLP GFP+ MAC1+ % 2.6.
`COc1ccccc1CN1CCNC(=O)C1CC(=O)O` (configuration not stated) gave NOD2 inhibition 13%, LYP phosphatase -6%, AID2073 -11%, NS5 inhibitors 5%, Hep lipid drop 4, Myeloid diff MLP inactive, Siah-1 displacement 0%, HIV fusion peptide -1.3%, XIAP antagonists -6.4%, Hep lipid drop cells 6.5 µM 681 and Myeloid diff MLP GFP+ MAC1+ % 0.3.
Screening CC(C)c1ccc(/C=C/C2=NNC(=O)CC2)cc1 returned NOD2 inhibition -58%, LYP phosphatase 2%, AID2073 45%, NS5 inhibitors -2%, Hep lipid drop -8, Myeloid diff MLP inactive, Siah-1 displacement 6%, HIV fusion peptide -0.8%, XIAP antagonists -2.5%, Hep lipid drop cells 6.5 µM 694 and Myeloid diff MLP GFP+ MAC1+ % 0.8.
Screening CNC(=O)c1nn(-c2ccc(Cl)cc2)ccc1=O returned NOD2 inhibition 3%, LYP phosphatase -1%, AID2073 7%, NS5 inhibitors -6%, Hep lipid drop 16, Myeloid diff MLP inactive, Siah-1 displacement 0%, HIV fusion peptide 2.3%, XIAP antagonists -4.0%, Hep lipid drop cells 6.5 µM 583 and Myeloid diff MLP GFP+ MAC1+ % 1.1.
Screening O=C(O)c1ccc(NCc2ccncc2)cc1 returned NOD2 inhibition 3%, LYP phosphatase -5%, AID2073 7%, NS5 inhibitors -13%, Hep lipid drop -24, Myeloid diff MLP inactive, Siah-1 displacement -2%, HIV fusion peptide -1.0%, XIAP antagonists -3.7%, Hep lipid drop cells 6.5 µM 788 and Myeloid diff MLP GFP+ MAC1+ % 8.7.
For Cc1nnc(SCC(=O)NC(=O)NC(C)(C)C)s1 the results were NOD2 inhibition 13%, LYP phosphatase -7%, AID2073 8%, NS5 inhibitors -3%, Hep lipid drop 28, Myeloid diff MLP inactive, Siah-1 displacement 2%, HIV fusion peptide 2.2%, XIAP antagonists -3.8%, Hep lipid drop cells 6.5 µM 686 and Myeloid diff MLP GFP+ MAC1+ % 0.5.
For COc1ccc(CN2C3CCCC2CC(NC(=O)/C=C/c2ccccc2)C3)cc1 (configuration not stated) the results were NOD2 inhibition 2%, LYP phosphatase -2%, AID2073 2%, NS5 inhibitors -4%, Hep lipid drop 15, Myeloid diff MLP inactive, Siah-1 displacement -6%, HIV fusion peptide -0.8%, XIAP antagonists -7.7%, Hep lipid drop cells 6.5 µM 691 and Myeloid diff MLP GFP+ MAC1+ % 0.4.
`COc1cccc(OCc2nnc(SCc3cc(=O)[nH]c4ccccc34)o2)c1` gave NOD2 inhibition -4%, LYP phosphatase -6%, AID2073 -10%, NS5 inhibitors 3%, Hep lipid drop 1, Myeloid diff MLP inactive, Siah-1 displacement -1%, HIV fusion peptide -1.8%, XIAP antagonists -11%, Hep lipid drop cells 6.5 µM 752 and Myeloid diff MLP GFP+ MAC1+ % 0.3.
Screening O=C(Nc1ccccc1)N1CCN(Cc2ccc3c(c2)OCO3)CC1 returned NOD2 inhibition -1%, LYP phosphatase -2%, AID2073 -4%, NS5 inhibitors -4%, Myeloid diff MLP inactive, Siah-1 displacement 1%, HIV fusion peptide -1.4%, XIAP antagonists -1.9% and Myeloid diff MLP GFP+ MAC1+ % 0.6.
`COCCn1c(SCC(=O)NC(=O)NCc2ccccc2)nc2ccccc21` gave NOD2 inhibition 9%, LYP phosphatase 1%, AID2073 -6%, NS5 inhibitors -5%, Hep lipid drop -3, Myeloid diff MLP inactive, Siah-1 displacement 1%, HIV fusion peptide -2.1%, XIAP antagonists -4.1%, Hep lipid drop cells 6.5 µM 756 and Myeloid diff MLP GFP+ MAC1+ % 1.1.
Screening CN1CCN(c2ccc(NC(=O)c3ccc(Cl)cc3Cl)cc2)CC1 returned NOD2 inhibition 0%, LYP phosphatase -9%, AID2073 6%, NS5 inhibitors 4%, Hep lipid drop -12, Myeloid diff MLP inactive, Siah-1 displacement 11%, HIV fusion peptide -0.1%, Hep lipid drop cells 6.5 µM 726 and Myeloid diff MLP GFP+ MAC1+ % 0.2.

The closing 2 compounds of the section above come first, to join the parts:
`COCCn1c(SCC(=O)NC(=O)NCc2ccccc2)nc2ccccc21` gave NOD2 inhibition 9%, LYP phosphatase 1%, AID2073 -6%, NS5 inhibitors -5%, Hep lipid drop -3, Myeloid diff MLP inactive, Siah-1 displacement 1%, HIV fusion peptide -2.1%, XIAP antagonists -4.1%, Hep lipid drop cells 6.5 µM 756 and Myeloid diff MLP GFP+ MAC1+ % 1.1.
Screening CN1CCN(c2ccc(NC(=O)c3ccc(Cl)cc3Cl)cc2)CC1 returned NOD2 inhibition 0%, LYP phosphatase -9%, AID2073 6%, NS5 inhibitors 4%, Hep lipid drop -12, Myeloid diff MLP inactive, Siah-1 displacement 11%, HIV fusion peptide -0.1%, Hep lipid drop cells 6.5 µM 726 and Myeloid diff MLP GFP+ MAC1+ % 0.2.
CCc1ccccc1NC(=O)Cn1nnc(C(=O)NCc2cccs2)c1N was read as NOD2 inhibition -31%, LYP phosphatase -6%, AID2073 1%, NS5 inhibitors -11%, Hep lipid drop 23, Myeloid diff MLP inactive, Siah-1 displacement 12%, HIV fusion peptide 2.8%, XIAP antagonists -4.0%, Hep lipid drop cells 6.5 µM 634 and Myeloid diff MLP GFP+ MAC1+ % 0.8.
For CCN1C(N(C)CCc2cccs2)=N[C@@H](c2ccccc2)C(C(=O)OC)=C1C the results were NOD2 inhibition -1%, LYP phosphatase -11%, AID2073 -13%, NS5 inhibitors -4%, Hep lipid drop -1, Myeloid diff MLP inactive, Siah-1 displacement -6%, HIV fusion peptide 0.6%, Hep lipid drop cells 6.5 µM 804 and Myeloid diff MLP GFP+ MAC1+ % 0.6.
Screening COc1ccccc1N1C(=O)CC(Sc2n[nH]c(-c3cccc(C)c3)n2)C1=O (configuration not stated) returned NOD2 inhibition 7%, LYP phosphatase 7%, AID2073 14%, NS5 inhibitors -19%, Hep lipid drop -13, Myeloid diff MLP inactive, Siah-1 displacement -2%, HIV fusion peptide 2.2%, XIAP antagonists -3.2%, Hep lipid drop cells 6.5 µM 591 and Myeloid diff MLP GFP+ MAC1+ % 0.3.
Screening CC(C)OC(=O)c1cc(C(=O)c2cc(Cl)ccc2O)coc1=N returned NOD2 inhibition 12%, LYP phosphatase 0%, AID2073 25%, NS5 inhibitors -8%, Hep lipid drop -9, Myeloid diff MLP active, Siah-1 displacement -2%, HIV fusion peptide 5.5%, XIAP antagonists 0.3%, Hep lipid drop cells 6.5 µM 698 and Myeloid diff MLP GFP+ MAC1+ % 0.4*.
`Cc1nnc(Oc2ccccc2)c2ccccc12` gave NOD2 inhibition 20%, LYP phosphatase -5%, AID2073 -3%, Myeloid diff MLP inactive, Siah-1 displacement -1%, HIV fusion peptide -2.3%, XIAP antagonists -0.1% and Myeloid diff MLP GFP+ MAC1+ % 0.0.
